Screens deposited in PubChem BioAssay by several laboratories.
SRC3 inh: inhibitors of human steroid receptor coactivator 3 (SRC3). HEK293 GAL4-SRC3 luciferase reporter, luminescence. inhibition, % at 3.6 µM. 0.17% of 360,000 active. AID 588352;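 active = inhibition above a per-campaign cutoff, the mean of all compounds plus 3 SD, cut at about 60% in these data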;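 note: 0% = DMSO-treated cells and 100% = gossypol-treated cells at 36 µM; higher means less SRC3-driven luciferase light from the GAL4 reporter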
KKLEB cytotox: CF airway cell cytotoxicity counter-screen; activity change (cytotoxicity), % at 5 µM; KKLEB CF airway cells viability, ATPlite luminescence, overnight; active compounds read low; cells stimulated with P. aeruginosa culture filtrate; 0.36% of 360,000 active;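 active = corrected activity change at or below -50% at 5 µM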
C8 TRAIL sens: sensitizes caspase-8 expressing cells to TRAIL. NB7+C8 cells + TRAIL, ATPlite viability luminescence. inhibition (viability loss, TRAIL sensitization), % at 10 µM. 1% of 360,000 active. AID 624354;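 active = compounds causing at least 50% loss of cell viability in the single-dose screen, relative to plate controls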
LRH-1 inv ag: suppresses constitutive activity of human LRH-1; inhibition, % at 3.6 µM; HEK293T StAR-luciferase reporter, LRH-1 transfected, 24 h; O00482; AID 602396; 0.13% of 360,000 active;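 active = inhibition above the mean inhibition of all tested compounds plus 3 SD, cut at about 73% in these data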;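 note: 0% = DMSO wells and 100% = reporter-only cells lacking LRH-1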
TROY NFkB inh: blocks TROY-dependent signaling in reporter cells | 0.98% of 360,000 active | Q293 LMP1-TROYcd NF-kB luciferase reporter, 4 h | AID 1347056 | inhibition, % at 10 µM;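 active = compounds whose plate-normalised and pattern-corrected inhibition of the luciferase reporter signal at the single screening dose is 50% or more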
COUP-TFII inh: blocks human COUP-TFII nuclear receptor | P24468 | HEK293T NGFI-A luciferase reporter, luminescence | AID 686940 | 0.7% of 370,000 active | inhibition, % at 8.6 µM;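 active = inhibition above a per-plate cutoff, mean inhibition of test wells between control levels plus 3 SD, cut at about 38% in these data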;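 note: cells cotransfected with COUP-TFII expression vector driving the NGFI-A reporter; 0% = median of COUP-TF2 test wells and 100% = reporter-only cells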
CF NFkB inh: cystic fibrosis NF-kB activation inhibition | KKLEB NF-kB-GFP reporter, PAF-induced, GFP fluorescence overnight | inhibition, % at 5 µM | 0.86% of 360,000 active;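 active = at least 50% inhibition at 5 µM, scaled per plate between neutral and stimulator controls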;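 note: PAF is a Pseudomonas aeruginosa culture filtrate used as stimulus; plate controls were PAF-stimulated DMSO wells for no effect and unstimulated DMSO wells for full effect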
LMP1 NFkB inh: reduces LMP1-driven NF-kappaB luciferase signal. LMP1-induced NF-kappaB luciferase reporter cells, luminescence. inhibition, % at 12.5 µM. 0.69% of 350,000 active. AID 504558; in the data active = inhibition above about 41%;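 note: 0% = neutral control wells and 100% = reference inhibitor control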
SRC1 inh: inhibitors of human steroid receptor coactivator 1 (SRC1). HEK293 GAL4-SRC1 luciferase reporter, luminescence. AID 588354. inhibition, % at 3.6 µM. 0.12% of 360,000 active;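 active = inhibition above the campaign mean plus 3 SD, with each screening campaign given its own cutoff, cut at about 60% in these data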;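 note: 0% = DMSO treated cells and 100% = gossypol at 36 µM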
Target sequence (Q15788 whole entry, looked up, the tested form may be a part): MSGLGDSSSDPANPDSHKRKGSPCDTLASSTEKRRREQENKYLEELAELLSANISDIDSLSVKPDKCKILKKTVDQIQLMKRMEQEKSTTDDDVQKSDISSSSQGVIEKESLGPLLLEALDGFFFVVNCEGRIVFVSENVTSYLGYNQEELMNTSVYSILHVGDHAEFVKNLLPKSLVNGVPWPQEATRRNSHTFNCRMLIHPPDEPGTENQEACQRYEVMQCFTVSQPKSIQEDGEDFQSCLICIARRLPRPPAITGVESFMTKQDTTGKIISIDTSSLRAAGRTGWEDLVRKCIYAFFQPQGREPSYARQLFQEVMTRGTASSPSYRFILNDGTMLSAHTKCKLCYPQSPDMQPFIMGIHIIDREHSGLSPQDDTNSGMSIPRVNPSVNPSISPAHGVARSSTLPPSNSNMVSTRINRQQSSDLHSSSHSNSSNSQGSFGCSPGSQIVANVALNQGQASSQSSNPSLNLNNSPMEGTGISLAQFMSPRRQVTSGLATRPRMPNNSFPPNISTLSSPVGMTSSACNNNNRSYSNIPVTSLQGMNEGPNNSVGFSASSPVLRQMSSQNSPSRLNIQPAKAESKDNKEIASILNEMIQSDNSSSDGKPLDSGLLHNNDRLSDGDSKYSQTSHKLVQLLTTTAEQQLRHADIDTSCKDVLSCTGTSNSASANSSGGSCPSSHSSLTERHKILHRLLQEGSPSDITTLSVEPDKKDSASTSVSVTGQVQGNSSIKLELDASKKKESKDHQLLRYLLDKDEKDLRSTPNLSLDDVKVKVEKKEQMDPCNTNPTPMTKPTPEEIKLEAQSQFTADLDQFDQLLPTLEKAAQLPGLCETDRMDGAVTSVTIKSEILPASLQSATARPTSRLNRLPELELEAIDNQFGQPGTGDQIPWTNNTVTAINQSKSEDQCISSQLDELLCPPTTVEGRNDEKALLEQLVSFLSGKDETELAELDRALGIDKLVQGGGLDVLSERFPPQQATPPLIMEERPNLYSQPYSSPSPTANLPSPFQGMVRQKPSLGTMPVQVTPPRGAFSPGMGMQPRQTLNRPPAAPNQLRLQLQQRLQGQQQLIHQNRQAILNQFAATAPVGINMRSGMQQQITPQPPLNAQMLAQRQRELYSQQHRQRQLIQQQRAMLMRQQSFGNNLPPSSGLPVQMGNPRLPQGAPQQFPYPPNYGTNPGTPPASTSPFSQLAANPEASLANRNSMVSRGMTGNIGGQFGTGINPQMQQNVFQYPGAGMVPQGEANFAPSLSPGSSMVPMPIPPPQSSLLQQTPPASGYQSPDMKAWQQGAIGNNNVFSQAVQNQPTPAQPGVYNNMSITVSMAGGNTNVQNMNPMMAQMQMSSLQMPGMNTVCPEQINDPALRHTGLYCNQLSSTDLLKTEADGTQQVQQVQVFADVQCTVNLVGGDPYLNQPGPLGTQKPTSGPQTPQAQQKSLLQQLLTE
TWEAK Fn14 block: TWEAK-Fn14 signaling inhibition. TWEAK-stimulated Fn14 reporter cells, luciferase luminescence, 8 h. inhibition, % at 10 µM. 2% of 360,000 active. AID 1159606; in the data active = inhibition above about 50%
Shn3 inh set2: inhibitors of Schnurri-3 3'UTR reporter in osteoblasts. Clone20 osteoblast Shn3 3'UTR firefly luciferase, 24 h. inhibition, % at 12.5 µM. 0.52% of 360,000 active. AID 588674;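 active = mean inhibition of at least 75% with every replicate also reaching 75%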;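 note: 0% = median of neutral control wells and 100% = pilot-screen positive control compound; some compounds past the cut are filed as inactive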
Numbers without * were called inactive; . = no result given.

SMILES	SRC3 inh	KKLEB cytotox	C8 TRAIL sens	LRH-1 inv ag	TROY NFkB inh	COUP-TFII inh	CF NFkB inh	LMP1 NFkB inh	SRC1 inh	TWEAK Fn14 block	Shn3 inh set2
COc1cc(OC)c(C(=O)NNC(=O)c2ccccc2-n2cccc2)cc1OC	18	9	-18	11	-14	4	-10	-11	12	-11	8
Cc1cc(=O)[nH]c2c(C)c(N)ccc12	0	-6	0	-22	2	6	-12	2	-2	6	4
O=C(N/N=C/c1ccc[nH]1)c1sc2ccccc2c1Cl	-39	-9	50	-5	-80	-11	0	17	-30	-18	1
COc1cccc(/C=N/NC(=O)c2ccoc2C)c1O	-22	14	37	-74	-20	-34	-23	-1	-62	25	74
Cc1ccc2nc3c(cc(C(=O)NCC4CCCO4)c(=N)n3CC3CCCO3)c(=O)n2c1 (stereo not drawn)	-41	-2	-7	-2	-23	.	-17	-4	6	-8	-15
CCOc1ccc(CO[C@@H]2O[C@H](CO)[C@@H](O)[C@H](O)[C@H]2NC(C)=O)cc1OC	-8	-7	5	11	15	-3	3	-2	-10	8	8
CCCc1c(C(=O)NNc2ccccc2OC)cnn1-c1ccccc1	14	3	-5	4	-25	3	8	-10	5	-11	-23
O=C(O)c1cccc(NC2=C(N3CCOCC3)C(=O)c3ccccc3C2=O)c1	-24	-2	-11	-5	3	-11	9	4	2	0	.
Cc1cn(C2CCC(CO)O2)c(=O)[nH]c1=O (stereo not drawn)	4	4	-16	10	-6	0	-24	2	16	12	-12
CCN(C(=O)C1CC1)C1CCS(=O)(=O)C1 (stereo not drawn)	-1	2	12	-11	66*	-23	-17	-1	5	12	11
CC(CCN(C)C)OC(=O)c1ccc(C(C)c2ccccc2)o1 (stereo not drawn)	4	6	-9	-29	0	-8	-12	-9	-22	-16	-9
Cn1cccc1/C=N\NC(=O)c1cncc(Br)c1	-3	-7	-5	-5	5	11	-4	.	13	-5	12
CCCCCc1c(C)[nH]c2nc3ccccc3n2c1=O	-6	-10	-1	11	-14	13	14	-10	0	3	-18
CC(O)[C@H]1CNC(=S)N1CCc1cccc(F)c1 (stereo partly drawn)	-4	9	-3	3	3	11	-4	-3	-4	11	57
COc1cc(C)ccc1OCc1cc(C(=O)NC(C)Cn2cncn2)no1 (stereo not drawn)	-76	-3	11	-115	-38	-24	-4	-28	-55	-31	-76
O=C(N/N=C/C=C/c1cccc([N+](=O)[O-])c1)c1ccncc1	19	12	-3	-19	11	5	-10	4	-4	-12	-9
CCOc1ccc(N2C(=O)CC(NC3CCN(C(=O)c4ccc(F)cc4)CC3)C2=O)cc1 (stereo not drawn)	-13	-6	-12	14	-27	11	-1	4	1	-2	-7
CCCCn1nc(C(=O)Nc2ccccc2N2CCCC2)c2ccccc2c1=O	4	-3	11	8	0	15	5	1	12	-7	8
Cc1cc(C(=O)Nc2nnc(C(F)(F)F)s2)no1	-22	-2	7	-18	-4	20	-5	8	-7	-9	-11
O=[N+]([O-])/C(C(=C(Cl)Cl)N1CCN(Cc2ccccc2)CC1)=C1\NCCN1Cc1ccc(Cl)nc1	-5	15	-4	-7	-19	12	-2	-7	-14	6	3
CCc1ccc(N(CC(=O)Nc2ccccc2C(=O)N2CCCC2)S(C)(=O)=O)cc1	12	14	7	10	-9	5	-5	-2	-4	6	1
CC(C)n1c(COc2ccccc2)nc2ccccc21	-2	-13	-5	-3	-30	-3	3	-5	-54	5	12
Nc1nc2ccc(S(=O)(=O)N3CCCCC3)cc2s1	-8	5	1	7	9	2	-13	-19	7	13	-16
Cc1cn([C@H]2C[C@H](O)[C@@H](CCC(=O)NCCc3cnc[nH]3)O2)c(=O)[nH]c1=O	8	2	-2	-14	0	-22	-8	-5	0	21	-6
Fc1ccc2cnc(-c3cccnc3)cc2c1	-52	2	10	-50	-44	-21	-17	-1	-27	-22	-11
CN(CCO)c1ccc(C(C(=O)c2ccccc2)c2ccc(N(C)CCO)cc2)cc1	-15	-20	-7	-14	5	-6	3	-1	1	-10	5
COc1ccccc1NC(=O)N1CCN(c2ccnc3cc(Cl)ccc23)CC1	29	-1	-16	5	2	12	6	21	-1	-18	15
C[C@H](CO)N1C[C@H](C)[C@@H](CN(C)S(=O)(=O)c2ccccc2C#N)OCc2cnnn2CCCC1=O	-41	6	-21	-8	4	-3	-2	8	11	4	-8
CCOC(=O)c1[nH]c(CO)c(C(=O)OCC)c1C	-4	-11	-5	6	-7	10	0	5	4	-3	9
O=C(c1cccc(F)c1)N1CCC(c2nc3ccccc3s2)CC1	0	0	-11	-7	5	-20	-9	0	-11	6	8

A run of entries taken from the entries so far, as a working copy:
SMILES	SRC3 inh	KKLEB cytotox	C8 TRAIL sens	LRH-1 inv ag	TROY NFkB inh	COUP-TFII inh	CF NFkB inh	LMP1 NFkB inh	SRC1 inh	TWEAK Fn14 block	Shn3 inh set2
O=C(N/N=C/C=C/c1cccc([N+](=O)[O-])c1)c1ccncc1	19	12	-3	-19	11	5	-10	4	-4	-12	-9
CCOc1ccc(N2C(=O)CC(NC3CCN(C(=O)c4ccc(F)cc4)CC3)C2=O)cc1 (stereo not drawn)	-13	-6	-12	14	-27	11	-1	4	1	-2	-7
CCCCn1nc(C(=O)Nc2ccccc2N2CCCC2)c2ccccc2c1=O	4	-3	11	8	0	15	5	1	12	-7	8

New compounds follow:
SMILES	SRC3 inh	KKLEB cytotox	C8 TRAIL sens	LRH-1 inv ag	TROY NFkB inh	COUP-TFII inh	CF NFkB inh	LMP1 NFkB inh	SRC1 inh	TWEAK Fn14 block	Shn3 inh set2
COc1ccc(C(NC(=O)C2CCN(CCCOc3ccccc3)CC2)c2ccccn2)cc1 (stereo not drawn)	-4	5	6	-7	13	0	-15	.	8	-17	-17
S=C(NCc1cccs1)Nc1cccc(Cl)c1	-29	2	-22	21	0	.	-35	-5	-3	-12	-12
CCOCCCNS(=O)(=O)c1ccc2c(c1)oc(=O)n2CC(=O)OCC	-5	14	7	11	19	8	3	-1	2	-8	5
CCC(C)NC(=O)CSc1nnc(-c2ccc(OC)c(OC)c2)c(-c2ccc(OC)c(OC)c2)n1 (stereo not drawn)	18	2	-22	-19	-27	-9	7	4	14	-27	-4
Cc1ccc(N2CC(C(=O)Nc3ccc4c(c3)OCO4)CC2=O)cc1 (stereo not drawn)	4	0	-1	-13	-6	0	-21	6	-13	8	9
COc1ccccc1/C=C1\SC(=S)N(CCC(=O)N2CCCCC2CCO)C1=O (stereo not drawn)	-9	4	-11	9	12	-1	-13	10	1	10	-19
CN(CC(=O)Nc1ccc(F)cc1)C(=O)CCc1nc2sc3c(c2c(=O)[nH]1)CCCC3	-7	-15	-3	-10	-7	4	-5	-9	-24	3	-18
CCOc1ccc(S(=O)(=O)N/N=C\c2ccc3c(c2)OCO3)cc1	9	16	-11	-17	-5	8	-19	-15	-4	-3	8
O=C(Nc1ccccc1Oc1ccsc1C(=O)O)c1ccccc1	-3	-2	-8	-14	4	-1	12	7	-7	0	14
NS(=O)(=O)c1ccc(CCNC(=O)c2ccccc2Cc2ccccc2)cc1	-17	4	-6	-8	4	6	-16	-1	-13	5	7
CN(c1ccc(OCC(=O)OCC(=O)Nc2ccccc2F)cc1)S(=O)(=O)c1cccs1	2	-7	-18	-5	6	14	12	-6	-1	-10	11
Clc1ccc(CN2C3=NCCCN3c3ccccc32)cc1	-2	1	-1	-3	1	-6	-5	8	0	10	20
O=C1CN(C(=O)COc2c(Cl)cccc2Cl)c2ccccc2N1	8	11	6	-11	15	-1	-22	-1	-6	1	7
Cc1ccn2cc(-c3cccc(NC(=O)c4cccs4)c3)nc2c1	-34	-6	17	-45	-49	-24	-4	-29	-38	-40	-20
CCOC(=O)Cn1nc(C)c(NC(=O)COc2ccc(F)cc2F)c1C	8	-1	9	-8	-3	.	9	-3	2	-3	4
CC(=O)Nc1cccc(Nc2nc(-c3ccccc3)nc3ccccc23)c1	-2	-4	-4	8	26	14	-42	-6	-15	17	5
CCOc1ccc(-c2csc(NC(=O)C3CCCO3)n2)cc1 (stereo not drawn)	-32	-3	1	-43	-20	-33	8	2	-8	-31	-30
COc1ccc(/C(C)=N/NC(=O)CNC(=O)c2ccco2)c(OC)c1	2	2	19	-9	-21	-4	-9	4	-4	-6	-24
COc1cc(C(=O)NCC(c2ccco2)N2CCCC2)ccc1OCc1c(C)noc1C (stereo not drawn)	14	-3	6	-3	-8	-3	22	-4	-3	1	18
O=C(O)CC/C(=N/NC(=O)CNC(=O)c1ccc2c(c1)OCCO2)c1ccccc1	-5	-12	16	15	4	4	3	0	12	25	8
Cc1ccc(NC(=O)CN(C)C(=O)CSc2nc3ccccc3c(=O)n2Cc2ccco2)cc1	-15	-7	7	14	-23	0	0	4	-14	5	6
CCOc1ccc(N2C(=O)C3C4C=CC([C@H]5CC45)[C@@H]3C2=O)cc1 (stereo partly drawn)	-14	-5	17	-11	6	3	15	6	-1	9	5
CC(=O)NNc1[nH]c2c(c(=O)c1[N+](=O)[O-])c(=O)n(C)c(=O)n2C	6	-14	7	6	-4	16	19	-3	-15	9	13
CCOc1ccc(-n2c(CCc3ccccc3)n[nH]c2=S)cc1	20	2	-3	5	8	1	-3	0	-1	-14	-7
C=CCn1c(O)c(C(CC)=Nc2ccccc2NC(=O)CC)c(=O)[nH]c1=O	6	9	-13	-5	-24	-1	-15	-3	-29	-2	-6
CCOC(=O)C1=C[C@@H](C)N(S(=O)(=O)c2ccc(C)cc2)[C@H]1c1ccccc1	5	-2	2	-15	1	-6	8	.	-2	-6	7
O=C(NNC(=O)C12CC3CC(CC(C3)C1)C2)c1ccccc1F	-6	-5	-28	1	0	-2	12	6	-6	-10	-12
O=C(Cc1ccc(F)cc1)Nc1c2c(nn1-c1cccc(Cl)c1)CS(=O)C2 (stereo not drawn)	5	10	6	16	-4	-22	1	-11	-7	1	4
CC(C)n1cnnc1SCC(=O)Nc1cccc(S(=O)(=O)N(C)c2ccccc2)c1	0	0	-10	-5	1	-5	0	2	7	-2	15
Fc1ccccc1N1CCN(Cc2nc(-c3ccc(Cl)cc3Cl)no2)CC1	12	7	6	-16	13	16	-6	0	-4	8	-4
Cc1nnc2n(-c3ccccc3)c(=O)c3c4c(sc3n12)CC(C)CC4 (stereo not drawn)	22	17	-4	10	11	-3	4	6	-8	-18	17
Cc1cccc2c(=O)n(C(=O)c3ccccc3)c(N)nc12	-4	-4	9	33	-18	5	-19	-2	-5	2	5
COc1ccc(CN2C(=O)CN=C2Nc2cc(C)ccc2C)cc1	-9	1	-6	27	-3	0	7	0	-15	-7	.
CC(CCc1ccccc1)NC(=O)C1CCN(S(=O)(=O)c2ccc(F)cc2)CC1 (stereo not drawn)	-11	6	-3	12	8	-2	4	-8	1	1	11
O=C(c1cc2cccc([N+](=O)[O-])c2oc1=O)N1CCOCC1	5	14	-4	-2	-1	0	-18	8	1	16	-10
CCOC(=O)N1CCN(c2ncnc3c2cnn3-c2ccc(OC)cc2)CC1	-8	12	-3	-14	.	2	7	5	-7	46	12
Nc1nc2ncc(C(=O)c3cc(F)ccc3O)cc2s1	3	-7	-5	5	6	16	-10	-5	3	0	-19
COc1ccccc1CC(=O)Nc1ccc2c(c1)OC1(CCCC1)O2	-29	-1	9	-85	-31	-14	-7	-18	-47	-19	0

The list is partial; count on the stated rates, not on these rows.
